# phage Ecoli inh: E. coli growth loss with phage present; inhibition, % at 11.9 µM; hit rate 0.26% among 360,000; growth absorbance; in the data active = inhibition above about 11%
# Starred values were filed as active, the others as inactive. An excerpt; the hit share may differ from the screen's.
structure | phage Ecoli inh
COc1ccc(-c2ccc(C(=O)NCCN3CCOCC3)c3occc23)c(C)c1 | 2.3
O=C1c2ccccc2C(c2nnnn2-c2ccc3c(c2)OCCO3)N1CCCn1ccnc1 (stereo not drawn) | -3.7
COC(=O)[C@]12C[C@H](CC(=O)NCc3cccc4ccccc34)C(=O)N(Cc3ccc4c(c3)OCO4)C1=C[C@H](COCc1ccccc1)O[C@@H]2C | 1.9
CC(=O)Nc1cccc(Oc2nc(NCCN(C)C)nc3ccsc23)c1 | 3.2
COc1ccc(Cl)cc1-c1cc(C(=O)N[C@H](C)c2ccccc2)[nH]n1 | 3.0
COc1ccc(C(O)c2ncc(-c3ccc4ccccc4c3)[nH]2)cc1 (stereo not drawn) | 3.7
CCCC[C@@H]1Cc2[nH][nH]c(=O)c2[C@H](c2cccc3ccccc23)O1 | 2.0
CC1(C)OC(=O)C2=C(C[C@@H](C3CC3)O[C@H]2CCc2cccc(Cl)c2)O1 | 0.9
CCCNC(=O)C1(C)CCN(Cc2ccc(-c3ccccn3)cc2)C1 (stereo not drawn) | 0.1
COc1cccc(S(=O)(=O)N(C)C[C@H]2OCc3cn(nn3)CCCC(=O)N([C@@H](C)CO)C[C@@H]2C)c1 | 2.4
Cc1ccc2cc(F)c(F)c(F)c2n1 | 4.8
c1ccc(-c2nc3c4ccccc4ccn3c2CC2CCCCC2)cc1 | 4.8
NC(=O)c1cccc(-c2csc(C(O)c3ccccc3)n2)c1 (stereo not drawn) | 2.0
Cc1ccc(C)c(C(O)c2ncc(-c3ccccc3Cl)[nH]2)c1 (stereo not drawn) | 3.0
COC(=O)[C@]12C[C@H](CC(=O)N3CCC(c4ccccc4)CC3)C(=O)N(Cc3ccc4c(c3)OCO4)C1=C[C@H](C(C)(C)C)O[C@@H]2C | 3.6
CCCCn1nnnc1C(c1cc2ccccc2o1)N1CCN(c2ccccc2F)CC1 (stereo not drawn) | 3.7
CCNC(=O)N1C[C@H]2CON(C)[C@H]2C[C@H]1c1ccc(N2CCCCC2)cc1 | 2.2
CC(C)NC(=O)C1(C)CCN1C(=O)c1ccccc1F (stereo not drawn) | 1.6
CCN(CCO)CC1CCCC2CCCCC21 (stereo not drawn) | 3.8
CCc1nc2ccc(C(=O)N3CCN(C(=O)c4ccco4)CC3)cn2c1N(C)C(=O)Nc1ccccc1OC | -0.3
COC(=O)[C@]12C[C@H](CC(=O)NCC34CC5CC(CC(C5)C3)C4)C(=O)N(CCC3=CCCCC3)C1=C[C@H](C(C)(C)C)O[C@@H]2C | 4.1
Cc1cc(C)cc(C(O)c2ncc(-c3ccc(Cl)cc3)[nH]2)c1 (stereo not drawn) | 9.9
COc1cc(N2C[C@@]3(O)CC[C@@H](O)[C@@H](OC)[C@@H]3[C@@](C)(O)[C@@H]2CC=C(C)C)cc(OC)c1OC | 2.5
COc1cccc(OC2(C)CCN(Cc3ccc(-c4ccccn4)cc3)C2)c1 (stereo not drawn) | 2.1

# Part of the list above, reformatted:
compound: COC(=O)[C@]12C[C@H](CC(=O)NCC34CC5CC(CC(C5)C3)C4)C(=O)N(CCC3=CCCCC3)C1=C[C@H](C(C)(C)C)O[C@@H]2C
  phage Ecoli inh: 4.1
compound: Cc1cc(C)cc(C(O)c2ncc(-c3ccc(Cl)cc3)[nH]2)c1 (stereo not drawn)
  phage Ecoli inh: 9.9
compound: COc1cc(N2C[C@@]3(O)CC[C@@H](O)[C@@H](OC)[C@@H]3[C@@](C)(O)[C@@H]2CC=C(C)C)cc(OC)c1OC
  phage Ecoli inh: 2.5
compound: COc1cccc(OC2(C)CCN(Cc3ccc(-c4ccccn4)cc3)C2)c1 (stereo not drawn)
  phage Ecoli inh: 2.1

# The listing continues:
structure | phage Ecoli inh
CC1(C(=O)NS(=O)(=O)c2ccccc2C(F)(F)F)CCN1C(=O)CC1CCCC1 (stereo not drawn) | -0.2
COc1ccc(S(=O)(=O)NC(=O)C2(C)CCN2C(=O)Cc2cccc3ccccc23)cc1 (stereo not drawn) | 3.1
CCc1nc2ccc(C(=O)N3CCCCC3)cn2c1N(C)CCCc1ccccc1 | 0.9
O=C(OCC(=O)c1ccc[nH]1)c1ccc(S(=O)(=O)N2CCCCC2)cc1 | 2.7
COc1ccc(OC)c(NC(=O)C2(C)CCN2Cc2cccc(OC)c2F)c1 (stereo not drawn) | 1.1
O=C(NC1CCCCC1)C(c1ccccc1)n1c(=O)c(-c2cc3ccccc3[nH]2)nc2ccccc21 (stereo not drawn) | 0.5
CCOC(=O)[C@]12CCC=C1N(Cc1ccc(Cl)cc1Cl)C(=O)[C@H](CC(=O)NCc1cccc3ccccc13)C2 | 3.8
O=C1NC[C@@H](CCCCN2C[C@H](Cc3ccccc3)N(CC3CCCCC3)C(=O)C2=O)N(CC2CCCCC2)C1=O | 0.7
CCCC(=O)N1CCCC1(C)C(=O)Nc1ccc2c(c1)CCN2C(C)=O (stereo not drawn) | 2.9
COc1cccc(-c2cccc3c2NC(=O)C3(C)Cc2cccc(F)c2)c1 (stereo not drawn) | 1.6
CNc1ccc(-c2cccc(C#N)c2)cn1 | -0.8
CC1(C(=O)Nc2cccc(Oc3ccccc3)c2)CCN1Cc1ccccc1Cl (stereo not drawn) | -1.4
O=C(c1cc2c(c(-c3cccc(-c4ccc(F)cc4)c3)n1)[C@H](CCO)N(C(=O)c1ccc3c(c1)OCO3)C2)N1CCOCC1 | 0.9
CNc1ccc(-c2cccc(CO)c2)cn1 | 1.6
COc1ccc(-c2nc3c4ccccc4ccn3c2CC2CCCCC2)cc1OC | 2.6
Fc1cccc(Cc2c(-c3cccc(Br)c3)nc3c(Cl)cc(C(F)(F)F)cn23)c1 | 1.2
COc1ccc(C(=O)c2[nH]c(N)c(C(=O)c3c[nH]c4ccccc34)c2-c2ccc(OC)cc2)cc1 | 2.2
Cc1noc(C)c1C(=O)N1CCC1(C)C(=O)NS(=O)(=O)c1ccccc1C(F)(F)F (stereo not drawn) | 2.0
O=C(Nc1ccc(F)c(Cl)c1)c1cc(C2CCCN(C(=O)CCc3ccccc3)C2)on1 (stereo not drawn) | 3.8
O=C(NCCc1ccccc1)c1[nH]c(C(F)(F)F)nc1-c1ccccc1 | 2.4
CC(C)NC(=O)c1cc(C2CCCCN2S(=O)(=O)c2cccc3cccnc23)on1 (stereo not drawn) | -1.5
CCCC(=O)N1CCCC1(C)C(=O)Nc1ccc2nc(C)ccc2c1 (stereo not drawn) | 1.5
C[C@H](c1ccccc1)N1C[C@H](COCc2ccccc2)Oc2cc(N3CCC[C@@H]3CO)ccc2S1(=O)=O | 3.5
COC(=O)[C@@]1(Sc2ccc(C)cc2)CC(=O)N[C@@H]1c1ccccc1 | 2.7
COCCNc1nc(Oc2ccc(C(N)=O)cc2)c2sccc2n1 | -1.7
NC(=O)c1ncn([C@@H]2O[C@H](C(=O)N[C@H](Cc3c[nH]c4ccccc34)C(=O)O)[C@@H](O)[C@H]2O)n1 | -0.6
CCOC(=O)C1=CCN(S(=O)(=O)c2ccccc2F)C1c1cccc(C)c1 (stereo not drawn) | 2.9
CC(C)C1OC(CCc2ccccc2)Cc2[nH][nH]c(=O)c21 (stereo not drawn) | -0.7
CC1(C(=O)NS(=O)(=O)c2cccc(Cl)c2)CCN1C(=O)c1ccccc1 (stereo not drawn) | 1.4
CCOc1ccc(CCN2C(=O)C(=O)N([C@@H](CC(C)C)CN3CCC[C@@H]3CN3C(=O)C(=O)NC[C@@H]3CC(C)C)C[C@@H]2Cc2ccccc2)cc1 | 0.4
CCc1c(-c2ccc(Br)cc2)ncn1CCc1ccccc1OC | 3.6
COC(=O)c1ccc2nc(-c3cccc(Br)c3)c(Cc3cccc(Cl)c3)n2c1 | -0.9
Cc1cc2nc(-c3ccco3)c(CC(C)(C)C)n2c(C)c1Br | 1.0
O=C1C(=O)N(CCCN2CCOCC2)C(c2cccs2)/C1=C(/O)c1ccc2c(c1)OCO2 (stereo not drawn) | 2.0
C#CCNC(=O)c1csc([C@@H]2O[C@H](CO)[C@@H](O)[C@H]2O)n1 | 2.8
COC(=O)C1=C(C)N(Cc2ccccc2C(F)(F)F)C(=NCc2ccccc2)NC1c1ccc(Cl)cc1 (stereo not drawn) | 4.2

# Arranged by the number under phage Ecoli inh (high to low): 4 from the list above
SMILES | phage Ecoli inh
CC(=O)Nc1cccc(Oc2nc(NCCN(C)C)nc3ccsc23)c1 | 3.2
COc1ccc(-c2ccc(C(=O)NCCN3CCOCC3)c3occc23)c(C)c1 | 2.3
COC(=O)c1ccc2nc(-c3cccc(Br)c3)c(Cc3cccc(Cl)c3)n2c1 | -0.9
CC(C)NC(=O)c1cc(C2CCCCN2S(=O)(=O)c2cccc3cccnc23)on1 (stereo not drawn) | -1.5

# Later entries
structure | phage Ecoli inh
CC(C)=CCn1c2ccc(NC(=O)NCc3ccc(F)cc3)cc2c(=O)n1C | 3.3
CC(C)OC(=O)CC(=O)CC(O)c1cccc([N+](=O)[O-])c1 (stereo not drawn) | 5.3
COc1ccc2sc3cccc(NCCN(C)C)c3c(=O)c2c1 | 2.6
CC(=O)c1ccc(-c2ccccc2C2=CC(=O)CC(C)(C)C2=O)cc1 | 2.0
CCC(=O)N1CCC1(C)C(=O)Nc1cccc(OC)c1 (stereo not drawn) | 1.0
CC1(C(=O)Nc2ccc3[nH]ncc3c2)CCN1C(=O)C/C=C/c1ccccc1 (stereo not drawn) | 2.2
CC(C)C[C@H]1COc2cc(N3CCOCC3)ccc2S(=O)(=O)N1 | 2.0
NC(Cc1ccccc1)c1csc(Nc2nccc(C(F)(F)F)n2)n1 (stereo not drawn) | -1.3
CCOC(=O)C1=CCN(S(=O)(=O)c2ccccc2Br)C1c1cccc(C)c1 (stereo not drawn) | 0.7
Cc1ccc(N(C)c2nc(N)nc(N)c2N=O)cc1 | -6.2
COc1cccc(-c2cnc(C(O)c3ccc(Cl)c(F)c3)[nH]2)c1 (stereo not drawn) | 3.5
CC(=O)NC(c1ccccc1)c1nc(-c2cc(F)cc(F)c2)cs1 (stereo not drawn) | 2.1
COc1ccc(Nc2c(-c3cc4ccccc4o3)nc3nc(C)cc(C)n23)cc1 | 1.6
COC(=O)c1cccc(CN2C(=O)C(C)Sc3ccc(C)cc32)c1 (stereo not drawn) | 2.2
COc1ccc(Nc2nc(NCc3cccs3)nc3ccsc23)cc1OC | 2.6
COc1cccc(NC(=O)N2CCc3nc(Nc4cc(Cl)cc(Cl)c4)ncc3C2)c1 | 5.0
Cc1cc(N2CCN(C(C(=O)NC3CCCC3)C(C)C)CC2)c2ccccc2n1 (stereo not drawn) | 0.6
CCCNC(=O)C1(C)CCCN(Cc2cc(-c3ccccc3)nn2C)C1 (stereo not drawn) | -0.6
CCCCCCCCN1C(=O)[C@@H](CC(=O)NCCCC)C[C@@]2(C(=O)OC)C1=C[C@H](C(C)(C)C)O[C@@H]2C | 3.8
O=S1(=O)C[C@H](N2CCOCC2)[C@@H](COCc2ccccc2)N1 | 2.6
COc1cccc(C(C)(O)c2nc(-c3csc4ccccc34)cs2)c1 (stereo not drawn) | 0.3
Cc1cccc(C)c1NC(=O)C(c1ccc(C#N)cc1)n1c(=O)c(-c2cc3ccccc3[nH]2)nc2ccccc21 (stereo not drawn) | 2.6
CCCCNC(=O)c1nc(-c2cnc(C)cn2)oc1-c1ccc(Cl)cc1 | -0.4
COCC(=O)N[C@H]1C=C[C@@H](CC(=O)NCc2ccccc2OC)O[C@@H]1CO | 0.4
CCCc1cnc(Nc2nc(C(N)Cc3ccc(OC)cc3)cs2)nc1 (stereo not drawn) | -0.7
COC(=O)c1cc2c(c3c4ccccc4n(S(=O)(=O)c4ccc(C)cc4)c13)C(=O)N(CC(C)C)C2 | 1.8
COc1ccc(CNC(=O)c2sc(=O)n(Cc3ccc(-c4ccccc4)cc3)c2C)cc1OC | 2.9
CNc1cncc(-c2ccc(OCCCN(C)C)nc2)n1 | -0.6
CC(C)NC(=O)C1(C)CN(S(C)(=O)=O)CC(=O)N1CC(F)(F)F (stereo not drawn) | 3.9
CC1(C)OC(=O)C2=C(C[C@@H](C3CCCCC3)O[C@@H]2c2ccc(F)cc2)O1 | -0.1
CCCCNC(=O)c1nc(-c2cccs2)oc1-c1ccc(Cl)cc1 | -1.4
C=CCN=C1NC(c2ccc(Cl)cc2)C(C(=O)OC)=C(C)N1Cc1ccccc1C(F)(F)F (stereo not drawn) | 3.8
CCOC(=O)C1CSCCS(=O)(=O)N1Cc1ccc(C)cc1 (stereo not drawn) | 1.0
COc1cc(OC)cc(C(=O)NCC2CCN(C(=O)C(=O)c3cccs3)CC2)c1 | -3.3
O=c1n(Cc2ccccc2)c(O)c2n1Cc1ccccc1N=C2c1ccc(C(F)(F)F)cc1 | 2.1
C/C=C1\NC(=O)[C@H](C)NC(=O)[C@@H](NC(=O)[C@H](Cc2ccc(O)cc2)NC(=O)[C@@H](NC(=O)/C(C)=C/C)C(C)C)[C@@H](C)OC(=O)[C@H](CC(C)C)NC(=O)[C@@H](CCC(=O)O)NC1=O | 3.2
CC(C)N(C)c1ncnc2c1ncn2[C@H]1CN(CCN2CCOCC2)C[C@@H](CO)O1 | 5.7
O=C(Nc1ccc2c(c1)OCCO2)C(c1ccccc1F)n1c(=O)c(-c2cc3ccccc3[nH]2)nc2ccccc21 (stereo not drawn) | 3.2
COC(=O)[C@@]12C[C@@H](CC(=O)NCCC(C)C)C(=O)N(Cc3cccc4ccccc34)C1=CCC(C)(C)C2 | 1.5
OC(c1ccc(Cl)cc1)c1ncc(-c2ccccc2Cl)[nH]1 (stereo not drawn) | 3.9
Cn1ccc2c(N3CCCCCC3)cc3c(c21)C1CCC3C1 (stereo not drawn) | 1.3
Cc1ccc(CSc2nnc(-c3ccccn3)n2Cc2cccs2)cc1 | 1.2
CS(=O)(=O)N1CCCCC1c1cc(C(=O)Nc2cccc3c2CCCC3)no1 (stereo not drawn) | 1.5
CN(C)CCNC(=O)c1[nH]c(C(F)(F)F)nc1-c1ccccc1 | 2.1
COc1cccc(C(O)c2nc(-c3cc4ccccc4o3)cs2)c1 (stereo not drawn) | 3.4
O=C(Nc1ncnc2c1ncn2[C@@H]1O[C@H](/C=C/C(=O)N2CCN(c3ccc(F)cc3)CC2)[C@@H](O)[C@H]1O)c1ccccc1 | 1.4
CCOC(=O)[C@]12CCCC=C1N(Cc1ccco1)C(=O)[C@H](CC(=O)NCc1cccc3ccccc13)C2 | 0.9

# From PubChem BioAssay
